Autophagy HCS: modulators of autophagy; AID 463193; 190,000 compounds, 0.98% hits; MEF GFP-LC3 puncta imaging; test concentration mostly 10 µM; calls only at 10 µM (by protocol);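 active = percentage of spot-positive cells more than 3 SD above its plate mean, without a fluorescence outlier flag or 80% toxicity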;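 note: spot-positive cell cutoff set from DMSO-treated cells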
T cell HTS: T cell immune modulation candidate. 2C CD8+ T cell-vesicle binding, flow cytometry; hits give low values. calls only at 7 µM. 330,000 compounds, 0.068% hits. AID 2052;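 active = response, share of CD8 T cells binding vesicles, and their 90th percentile fluorescence all below set limits, cut at about 80% in these data, passing the limit was not always enough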
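System: murine 2C transgenic CD8+ T lymphocytes; also added: QL9-loaded Drosophila micro-vesicles; times: binding 1.5 h at 37 °C; measured by: flow cytometry, PE anti-B7-1 (FL2) versus Alexa647 anti-CD8 (FL8), PFA-fixed; control set: Peptide-free naked vesicles (low) and QL9 vesicles with 0.7% DMSO vehicle (high)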
human PMI inhibitors: MPI inhibition at elevated mannose 6-phosphate – biochemical, fluorescence intensity, high mannose 6-phosphate, primary screen (AID 1220). 190,000 compounds, 0.66% hits. recombinant PMI enzyme, coupled fluorescence intensity; higher % means a stronger effect. inhibition, % at 20 µM, or IC50 in µM where a hit was titrated
Lipid droplet: modulators of hepatic lipid droplet formation | 240,000 compounds, 0.4% hits | AML12 mouse hepatocytes, oleate lipid droplets, BODIPY imaging | inhibition, % at 6.5 µM;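 active = lipid droplet intensity inhibited by at least 50%, with more than 500 cells counted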
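Assay system: AML12 mouse liver cells | Compound dosing: One dose, 6.5 µM compound | Read-out basis: Droplet intensity reduction, % inhibition | Measured by: Fluorescence imaging, 20x objective, two fields per well | Schedule: Overnight treatment with compound plus oleate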
PMI inhibitors: inhibitors of human PMI, primary screen, biochemical, fluorescence intensity, coupled assay (AID 1209); inhibition, % at 20 µM; hits with a dose series show IC50 in µM; purified PMI enzyme, coupled fluorescence intensity; higher % means a stronger effect; 190,000 compounds, 0.42% hits;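 note: plate controls were DMSO vehicle for no effect and wells lacking substrate for full effect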
Insulin prom up: MIN6 insulin promoter up-regulation; AID 1625; z-score at 5 µM; 190,000 compounds, 0.3% hits; MIN6 insulin promoter-GFP reporter, high-content imaging; hits give high values;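 active = z-score above 3 at 5 µM with at least 500 cells counted in the well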
TNAP activators: human TNAP enzyme activators, primary screen, biochemical, luminescent, no phosphate acceptor, uHTS (AID 1001); activation fold at 20 µM; hits with a dose series show EC50 in µM; purified TNAP, luminescent activation assay, no phosphate acceptor; higher activation fold means a stronger effect; 200,000 compounds, 0.03% hits; in the data active = activation fold from about 3, or a potency from the dose series; inactive = the rest, 99 in 100 with activation fold below about 1.6; note: many of its hits are not listed in these tables
bCat nuc transl: beta-catenin nuclear translocation modulation; HeLa beta-catenin nuclear translocation, immunofluorescence imaging; nuclear translocation activity, % at 5 µM; 190,000 compounds, 0.3% hits; AID 1665;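 active = nuclear translocation activity above 50% at 5 µM, with a well cell count of 50 or more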;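 note: per-cell ratio of nuclear to cytoplasmic median beta-catenin stain intensity; plate controls were DMSO negative control for no effect and GSK-3 inhibitor IX positive control for full effect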
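test system = HeLa cells, endogenous beta-catenin | dosing = single 5 µM dose plus 0.02–20 µM confirmation series | times = compound treatment 24 h, 37°C, 5% CO2 | technique = beta-catenin immunofluorescence imaging with DAPI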
MT stabilize HCS: stabilizes microtubules in HeLa cells; % tubulin-high responders, % at 10 µM; HeLa tubulin immunostaining HCS, 24 h; share of cells brighter than vehicle mean+2SD; 200,000 compounds, 0.83% hits;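 active = plate Z-score above 3 for both tubulin-high and condensed-nucleus cell shares, with cell loss under 80%, at 10 µM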;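 note: anti alpha tubulin signal scored within the nucleus-defined area of each cell; some results filed as inactive read as strong as hits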
Insulin prom up cell count: further read-out of Insulin prom up, marked with its call; cell count; measured here: cytotoxicity, nuclei count;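 total cells summed across four imaged fields per well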
Lipid droplet cells 6.5 µM: recorded beside Lipid droplet, whose call it bears; cell count; measured here: cell count, cytotoxicity flag;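 cells counted across two imaged fields per well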
bCat nuc transl cell count 5 µM: further read-out of bCat nuc transl, marked with its call; cell count; measured here: cell count, cytotoxicity flag
T cell HTS vesicle-bound %: second read-out of T cell HTS, no call of its own (marks repeat the call); double positive events, %; measured here: CD8+ vesicle-bound cell fraction;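 binding gate set so that unloaded-vesicle control wells show 10% double positive cells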
MT stabilize HCS Hoechst-high %: further read-out of MT stabilize HCS, marked with its call; % Hoechst-high responders; measured here: nuclear condensation Hoechst responders;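 share of cells brighter than vehicle mean plus two SD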
MT stabilize HCS cytotoxicity %: second read-out of MT stabilize HCS, no call of its own (marks repeat the call); toxicity, %; measured here: cytotoxicity by cell density;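 0% = mean cell density of plate MIN control wells and 100% = no cells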
Autophagy HCS cell loss 18 h: recorded beside Autophagy HCS, whose call it bears; toxicity, %; measured here: cell loss, nuclei count;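 cell loss after 18 h compound exposure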
* = called active by the depositor; i = inactive; x = no result given; + = active, no number. Cut-off read from the data, not from the text of the source, unless noted: active = inhibition above about 50%; inactive = the rest.

Below each SMILES – Autophagy HCS	Autophagy HCS cell loss 18 h	T cell HTS	T cell HTS vesicle-bound %	human PMI inhibitors	Lipid droplet	Lipid droplet cells 6.5 µM	PMI inhibitors	Insulin prom up	Insulin prom up cell count	TNAP activators	bCat nuc transl	bCat nuc transl cell count 5 µM	MT stabilize HCS	MT stabilize HCS Hoechst-high %	MT stabilize HCS cytotoxicity %
1. COCc1nnc(NC(=O)c2ccc(S(=O)(=O)N3CCCc4ccccc43)cc2)o1
→ i	5	i	47	-26%	4	693	-30%	0.07	1260	1.2	4.8	1045	8.6	14	22
2. Cc1ccc(NC(=O)COC(=O)CCc2nc3ccccc3c(=O)[nH]2)c(Br)c1
→ i	3	i	28	3%	7	691	2%	1.4	1203	1	0.0	1097	2.4	1.6	3.8
3. COc1cc(/C=C2\C(=N)N3N=CSC3=NC2=O)cc(Br)c1OC(=O)c1ccco1
→ i	30	i	55	3%	17	699	-16%	0.11	1546	1	-0.9	967	3.2	3.0	12
4. O=C(CCn1c(=O)oc2ccccc21)N1CCCCCC1
→ i	-2	i	25	1%	-31	667	-11%	0.16	1193	1	-2.2	1233	2.9	2.3	6.9
5. COc1ccccc1N1CCN(C(=O)C2CCN(S(=O)(=O)c3ccc(C)cc3)CC2)CC1
→ i	-33	i	34	12%	-7	752	16%	x	x	1.1	-1.9	1033	1.9	2.5	13
6. Cc1cc2c(cc1C)[n+](C)cn2CC(O)COCC1CC=CCC1 (stereo not given)
→ i	0	i	57	-6%	3	715	-15%	-2.7	970	1.1	0.2	1603	1.1	1.5	5.6
7. CC1=NN(c2ccc(Cl)cc2)C(=O)C1C(c1cccc(O)c1)c1c(C)[nH]n(-c2ccc(Cl)cc2)c1=O (stereo not given)
→ i	6	i	4	12%	-2	538	9%	1.4	1309	1	-3.0	779	2.2	2.2	5.0
8. COc1ccccc1/C=C/CN1CCN(Cc2ccc(C)o2)C(CCO)C1 (stereo not given)
→ i	2	i	57	-6%	-2	726	2%	-1.4	1310	1.1	-1.0	1135	1.9	1.3	4.1
9. COc1ccccc1CCc1nnc(CCC(=O)NCCCOc2cccnc2)o1
→ i	7	i	57	3%	10	747	10%	1.1	1369	1	0.1	1172	5.5	2.3	6.2
10. Cc1ccsc1/C=N/n1c(-c2ccccn2)n[nH]c1=S
→ i	21	i	36	12%	1	718	5%	0.35	1293	0.7	-1.0	920	3.8	1.1	0.5
11. COc1ccc2sc(NC(=O)c3ccco3)nc2c1
→ i	11	i	10	-17%	x	x	-7%	0.09	1583	1.2	-5.8	988	3.4	1.9	1.2
12. COCCn1c(SCc2cccnc2)nnc1-c1ccco1
→ i	-22	i	39	-19%	5	676	-10%	0.11	724	1.1	-2.3	1088	1.4	1.5	10
13. CC1(C)CC(=O)C=C(NCCN2CCN(C(=S)Nc3ccccc3)CC2)C1
→ x	x	i	22	x	2	720	x	0.82	1509	x	-2.7	1124	x	x	x
14. O=C(Nc1cc(C(F)(F)F)ccc1N1CCOCC1)c1cccc(F)c1
→ i	3	i	8	2%	27	781	13%	2.2	1125	1	-0.4	1150	2.6	1.8	10.0
15. CCCCN(CC)CCCNC(=S)Nc1ccc2nc(N3CCN(CC)CC3)cc(C)c2c1
→ +	29*	i	48	31%	-2	667	20%	-0.19	967	1.1	0.1	1004	4.3	2.0	20
16. Cc1cc(C)cc(N2CC(c3nc4ccccc4n3C)CC2=O)c1 (stereo not given)
→ i	6	i	13	12%	-24	695	13%	0.4	1770	1.1	0.3	995	4.2	3.1	10
17. CCC(=O)Nc1sc(Cc2ccc3c(c2)OCO3)c(C)c1C(N)=O
→ x	x	i	57	x	0	707	x	0.2	994	x	-0.5	1290	x	x	x
18. COc1ccccc1-c1ccc(SCc2cccc(C)c2)nn1
→ i	23	i	39	10%	4	678	44%	-1.5	563	1.1	-2.1	1104	3.4	2.5	6.9
19. COc1ccc(-c2noc(-c3ccc(Cl)cc3[N+](=O)[O-])n2)cc1OC
→ i	-10	i	37	-6%	-1	745	-12%	-0.08	1370	0.8	-4.0	1174	3.9	3.0	1.6
20. CC(=O)Nc1ccc2ccccc2c1
→ i	7	i	11	6%	17	815	9%	x	x	1.1	x	x	1.6	2.0	5.6
21. COCCNc1nnc(SCC(=O)N2CCN(S(=O)(=O)c3ccccc3)CC2)s1
→ x	x	i	43	2%	x	x	0%	0.2	1245	1.1	-5.4	914	2.2	2.5	6.4
22. COc1ccc(NC(=O)CC2CCCCC2)cc1OC
→ i	-7	i	9	-1%	-8	789	6%	1.6	1037	1	-3.0	1109	1.9	2.2	3.8
23. CC1Oc2ccccc2C=C1/C=N/NC(=O)c1ccncc1 (stereo not given)
→ x	x	i	54	x	1	704	x	0.08	1046	x	-0.6	1325	x	x	x
24. CCN1CCCC1CNS(=O)(=O)c1cccc(C(F)(F)F)c1 (stereo not given)
→ i	-2	i	36	-16%	-13	688	-14%	0.11	1335	1	-2.2	1144	4.0	2.1	5.6
25. C[C@@H](NC(=O)c1nc[nH]c1C(=O)N[C@@H](Cc1ccccc1)C(=O)OC(C)(C)C)c1ccccc1
→ i	3	i	15	21%	0	734	24%	-0.05	1479	1	-2.8	1093	4.2	1.2	9.2
26. O=C(CCc1ccc(CCC(=O)c2cccs2)s1)c1cccs1
→ i	14	i	44	5%	x	x	-1%	-0.02	1182	1.1	-2.9	983	5.5	2.1	12
27. O=S(=O)(c1ccccc1)N(CC(O)COc1ccccc1)c1ccccc1 (stereo not given)
→ x	x	i	57	x	-23	714	x	-1.8	1384	x	-0.9	1318	x	x	x
28. CS(=O)(=O)N(CC(=O)N1CCN(Cc2ccc3c(c2)OCO3)CC1)c1ccc2c(c1)OCO2
→ i	-6	i	39	3%	-9	819	0%	-0.1	1255	1	x	x	3.6	1.4	4.3
29. Fc1ccc(-c2noc(-c3ccc4c(c3)CCO4)n2)cc1
→ x	x	i	1	x	2	720	x	0.41	1543	x	-0.7	1370	x	x	x
30. CCC1(C)Cc2sc3c(=O)[nH]c(=S)[nH]c3c2CO1 (stereo not given)
→ i	-3	i	39	-2%	6	705	3%	1.3	1266	1	-1.6	1196	1.7	1.8	4.0
31. O=C(Nc1nc2ccccc2n1CCN1CCCC1)C1CCCCC1
→ i	9	i	33	-2%	2	783	-2%	-0.37	1232	1.1	-3.0	1222	1.2	2.7	12
32. COc1cc2nc(CN(C)Cc3ccc(C(C)(C)C)cc3)[nH]c(=O)c2cc1OC
→ i	-8	i	52	9%	9	708	4%	-1.1	1237	1.4	2.3	1064	1.4	3.0	11

As entered above:
Under MT stabilize HCS, compound 20 shows 1.6
Under bCat nuc transl, compound 19 shows -4.0
Under TNAP activators, compound 31 shows 1.1
Under bCat nuc transl, compound 18 shows -2.1
Under human PMI inhibitors, compound 9 shows 3%
Under MT stabilize HCS cytotoxicity %, compound 8 shows 4.1

5 successive compounds already listed, for reference:
Below each SMILES – Autophagy HCS	Autophagy HCS cell loss 18 h	T cell HTS	T cell HTS vesicle-bound %	human PMI inhibitors	Lipid droplet	Lipid droplet cells 6.5 µM	PMI inhibitors	Insulin prom up	Insulin prom up cell count	TNAP activators	bCat nuc transl	bCat nuc transl cell count 5 µM	MT stabilize HCS	MT stabilize HCS Hoechst-high %	MT stabilize HCS cytotoxicity %
23. CC1Oc2ccccc2C=C1/C=N/NC(=O)c1ccncc1 (stereo not given)
→ x	x	i	54	x	1	704	x	0.08	1046	x	-0.6	1325	x	x	x
24. CCN1CCCC1CNS(=O)(=O)c1cccc(C(F)(F)F)c1 (stereo not given)
→ i	-2	i	36	-16%	-13	688	-14%	0.11	1335	1	-2.2	1144	4.0	2.1	5.6
25. C[C@@H](NC(=O)c1nc[nH]c1C(=O)N[C@@H](Cc1ccccc1)C(=O)OC(C)(C)C)c1ccccc1
→ i	3	i	15	21%	0	734	24%	-0.05	1479	1	-2.8	1093	4.2	1.2	9.2
26. O=C(CCc1ccc(CCC(=O)c2cccs2)s1)c1cccs1
→ i	14	i	44	5%	x	x	-1%	-0.02	1182	1.1	-2.9	983	5.5	2.1	12
27. O=S(=O)(c1ccccc1)N(CC(O)COc1ccccc1)c1ccccc1 (stereo not given)
→ x	x	i	57	x	-23	714	x	-1.8	1384	x	-0.9	1318	x	x	x
